RXFP1 antagonist: blocks the human relaxin receptor RXFP1; HEK293-RXFP1, relaxin-stimulated cAMP HTRF, 30 min; stronger effect = lower value; activity change, negative = inhibition, % at 57.5 µM; Q9HBX9; 350,000 tested, 0.59% active;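 active = activity change of -60% or lower, but not beyond a set lower limit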; also: % is scaled to controls: 0 for no effect and ±100 for the full control effect
TRHR enhancer: allosterically enhances the human TRH receptor; P34981; TRHR cells, fluo-8 calcium fluorescence, EC20 TRH enhancement; enhancement, % at 2 µM; 360,000 tested, 0.66% active; AID 493056; in the data active = enhancement above about 30%; also: 0% is about no effect
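Enhancer read-out: after compound pinning and an initial kinetic agonist-mode read, an EC20 of TRH (10 nM final) was injected and fluo-8 calcium signal (Ex 480/Em 530) followed at 1 s/cycle for 100 cycles in TRHR-expressing cells.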
D1 ag: agonists of human D1 dopamine receptor; 360,000 tested, 1% active; P21728; activation, % at 2 µM; HEK293 T-REx D1 cells, calcium flux, agonist mode; in the data active = activation above about 30%; also: 0% is about no effect
Target sequence (P21728 whole entry, looked up): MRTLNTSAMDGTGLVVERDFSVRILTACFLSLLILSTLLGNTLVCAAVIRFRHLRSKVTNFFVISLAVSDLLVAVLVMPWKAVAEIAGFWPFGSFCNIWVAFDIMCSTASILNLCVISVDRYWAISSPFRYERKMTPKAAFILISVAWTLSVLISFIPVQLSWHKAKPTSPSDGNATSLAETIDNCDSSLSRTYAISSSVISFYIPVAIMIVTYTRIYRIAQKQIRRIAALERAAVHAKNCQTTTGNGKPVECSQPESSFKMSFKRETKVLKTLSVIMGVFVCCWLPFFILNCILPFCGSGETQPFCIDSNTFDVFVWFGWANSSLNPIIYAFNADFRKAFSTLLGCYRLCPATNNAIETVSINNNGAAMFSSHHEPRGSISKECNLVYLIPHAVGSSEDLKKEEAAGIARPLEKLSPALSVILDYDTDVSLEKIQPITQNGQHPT
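Inducible HEK293 T-REx D1 cells, force-coupled to calcium signalling, were plated at 4000 cells/well with tetracycline and held overnight at 30 C. After no-wash calcium dye loading, compound-evoked calcium rise over 180 s flagged agonists.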
RXFP1 agonist: RXFP1 (human) receptor agonism | HEK293T-RXFP1 cAMP TR-FRET, 30 min; response scale: percent of porcine relaxin response, buffer zero | Potency, µM (series often up to 57.5 µM), inactives show at the top dose activation, most hits filed as activators | 370,000 tested, 0.3% active | AID 2676; active = well fitted activation curve with a large enough effect; also: potency is read from the fitted curve at half-maximal effect; % is scaled to controls: 0 for no effect and ±100 for the full control effect; nearly all actives have a fitted effect of over 60% in size; many of its hits are not listed in these tables
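cAMP rise read by TR-FRET after 30 min, 37C compound exposure (up to 58 uM) in RXFP1-transfected HEK293 cells with Ro 20174 present. EC50 from Hill-equation fits, with 29 nM porcine relaxin as 100% and buffer as basal.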
D1 antagonist: human D1 dopamine receptor antagonism; P21728; HEK293 TREx D1 cells, calcium flux, dopamine EC80; stronger effect = lower value; activity change, negative = inhibition, % at 10 µM; 360,000 tested, 3.2% active; AID 504652; in the data active = activity change below about -30%; also: % is scaled to controls: 0 for no effect and ±100 for the full control effect
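Tetracycline-induced HEK293 T-REx cells with force-coupled D1 receptor were loaded with a no-wash calcium dye. Compound was added after a 10 s baseline and read kinetically for 180 s; EC80 dopamine was then added and calcium flux followed another 180 s.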
D2 PAM: D2 dopamine receptor (human) potentiation; P14416; HEK293 T-REx D2, calcium flux, EC20 dopamine potentiation; potentiation, % at 10 µM; 340,000 tested, 0.34% active;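 active = potentiation over 3 SD above the plate norm, cut at about 30% in these data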; also: 0% is about no effect
Target sequence (P14416 whole entry, looked up): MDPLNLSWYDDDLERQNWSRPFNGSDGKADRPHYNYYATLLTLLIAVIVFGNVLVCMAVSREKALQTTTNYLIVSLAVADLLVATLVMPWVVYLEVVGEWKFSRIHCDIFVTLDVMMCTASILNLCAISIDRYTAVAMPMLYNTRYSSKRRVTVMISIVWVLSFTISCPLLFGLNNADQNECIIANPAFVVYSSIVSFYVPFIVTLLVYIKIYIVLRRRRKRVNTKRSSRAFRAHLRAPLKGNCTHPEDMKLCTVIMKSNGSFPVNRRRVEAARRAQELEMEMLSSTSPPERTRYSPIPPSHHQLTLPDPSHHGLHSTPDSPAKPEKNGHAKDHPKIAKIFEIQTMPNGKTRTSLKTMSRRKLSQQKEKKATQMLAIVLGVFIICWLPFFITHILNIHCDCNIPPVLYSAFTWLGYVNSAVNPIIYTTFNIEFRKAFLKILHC
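Tetracycline-induced Hek293 Trex D2 cells, force-coupled to calcium, loaded with no-wash calcium dye. Compound added with 180 s kinetic read for agonism, then EC20 dopamine and a further 180 s read for potentiation.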
D2 antagonist: antagonists of human D2 dopamine receptor. P14416. HEK293 TREx D2 cells, calcium flux, dopamine EC80. inhibition, % at 10 µM. 340,000 tested, 2% active; in the data active = inhibition above about 30%; also: 0% is about no effect
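Calcium flux kinetic readout in an inducible HEK293 TREx D2 line plated overnight at 30 C. After 180 s compound exposure, an EC80 dopamine challenge follows with another 180 s kinetic read to detect antagonism.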
D2 ag: activates the human D2 dopamine receptor; P14416; HEK293 T-REx D2 cells, calcium flux agonist mode; activation, % at 2 µM; 340,000 tested, 0.53% active; AID 485358;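 active = activation over 3 SD above normal in the single-dose calcium agonist read, cut at about 30% in these data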; also: 0% is about no effect
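Tetracycline-induced HEK293 Trex cells with D2 receptor force-coupled to calcium signaling, plated overnight at 30 C and loaded with no-wash calcium dye. Calcium flux read kinetically for 180 s after compound addition; responses flag agonists.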
D1 potentiator: human D1 dopamine receptor positive modulation | AID 504651 | P21728 | potentiation, % at 10 µM | 360,000 tested, 0.036% active | HEK293 TREx D1 cells, calcium flux, dopamine EC20 potentiation; in the data active = potentiation above about 30%; also: 0% is about no effect
* = called active by the depositor; x = no result given. A portion of the library; the hit share may differ from the screen's.

SMILES	RXFP1 antagonist	TRHR enhancer	D1 ag	RXFP1 agonist	D1 antagonist	D2 PAM	D2 antagonist	D2 ag	D1 potentiator
Cc1cc(CNC(=O)COc2ccc(C)c(C)c2)c2ccccc2n1	13	8	7	0.1%	-25	18	4	0.6	-10
COc1ccc2c(c1)SCCC2=O	-6	3	0	-1.3%	x	7	-14	-0.4	-1
O=C(N/N=C/C(Cl)=C/c1ccc([N+](=O)[O-])cc1)C(=O)Nc1ccccc1C(=O)O	-21	-5	2	0.4%	-7	-1	-18	0.0	-5
O=C(O)c1csc(-c2cccs2)n1	-4	-1	3	21%	-3	-7	12	12	-10
Cc1ccc2nc(C(=O)N3CCCC(Nc4ccc(F)cc4)C3)cn2c1 (configuration not stated)	-9	-6	2	-1.2%	-2	-8	-7	0.5	-9
O=C(c1ccccc1)N1c2ncnn2C2(CCCCC2)[C@@H]2CCCC[C@@H]21	-8	-3	2	-1.0%	-11	-1	x	0.1	2
O=C(Nc1ccc2nn(-c3ccccc3)nc2c1)c1ccc(Br)o1	-38	7	2	3.5%	3	8	-4	1.4	-3
Cc1cc2oc(C(=O)N(Cc3ccc(N(C)C)cc3)CC3CCCO3)c(C)c2cc1Cl (configuration not stated)	-5	0	1	-0.5%	-6	3	x	x	-2
CC1(NC(=O)/C=C/c2nc3ccccc3s2)CCS(=O)(=O)C1 (configuration not stated)	-3	-1	1	-0.9%	6	-8	-8	0.1	-7
Cc1ccsc1/C=C/C(=O)O	-8	-4	4	0.2%	-8	-1	3	1.0	-4
C=CCOc1ccc(Br)cc1CNC(C)(C)C	-17	-4	7	1.2%	9	-2	-14	-1.8	-1
COc1ccc(/C=C2\SC(=S)N(CCCC(=O)N3CCCCC3CCO)C2=O)cc1 (configuration not stated)	-2	-4	16	0.1%	-24	3	6	0.3	-2
Cc1nc2cc(NC(=O)Nc3cccc([N+](=O)[O-])c3)ccc2n1C	13	-5	1	-0.8%	0	0	0	0.5	2
COc1ccc(CNC(=O)Cc2c(C)c3cc4c(C)coc4c(C)c3oc2=O)cc1OC	1	-2	0	3.8%	0	3	x	-0.9	1
Cc1cccc(NC(=S)Nc2ccc3cn[nH]c3c2)c1	-3	-9	1	1.5%	-1	-1	3	0.2	-1
Cc1ccccc1Nc1nc(N)nc(CSc2nncn2C)n1	-1	3	1	0.2%	-5	-9	10	0.2	-3
CCOc1ncccc1C(=O)OCC(=O)Nc1ccc(S(=O)(=O)N2CCOCC2)cc1	12	5	6	0.9%	-16	5	13	-0.6	0
Cc1nc2nc(-c3ccccc3)[nH]n2c(=O)c1Cc1ccccc1	-7	-5	2	-0.8%	8	8	0	-1.1	-6
COC(=O)c1cc2oc3ccccc3c2n1Cc1cccc(C)c1	-5	-2	10	-0.4%	-3	12	x	0.5	2
CC(C)Cc1cc(C(=O)Nc2cccc(O)c2)no1	1	0	3	-5.0%	1	-17	-5	-0.4	0
COc1ccc(CCC(=O)N2CCN(S(=O)(=O)c3ccc4ccccc4c3)CC2)cc1	-10	-2	1	3.6%	-26	10	-10	0.1	-4
Cc1c(O)ccc(C(=O)COc2ccc(F)cc2)c1O	4	1	5	0.2%	-28	x	x	x	-8
CCn1c(SCC(=O)N2CCN(c3ccccc3)CC2)nnc1-c1ccncc1	x	2	1	3.0%	5	7	-14	0.4	0
CCOc1cc(/C=C(\C#N)c2nc(-c3cccs3)c(NC(C)=O)s2)ccc1O	-19	8	115*	1.4%	-29	2	18	31*	-9
CCOC(=O)c1nnn(-c2nonc2N)c1-c1ccc(OC)cc1	2	0	1	2.4%	-9	0	-1	0.1	-9
Continuation:
SMILES	RXFP1 antagonist	TRHR enhancer	D1 ag	RXFP1 agonist	D1 antagonist	D2 PAM	D2 antagonist	D2 ag	D1 potentiator
Cc1ccc(Cn2ccn(Cc3cccc(C(F)(F)F)c3)c(=O)c2=O)cc1	9	-5	1	-2.3%	-29	-9	x	1.6	-2
O=C(c1cccc(Cl)c1)N1CCN(Cc2ccc3c(c2)OCO3)CC1	6	0	2	1.6%	-3	-7	-9	1.4	-3
COc1ccc2cc3cc(C(=O)N4CCCCC4C)oc3nc2c1 (configuration not stated)	5	10	2	0.0%	-14	18	-17	0.2	-1
Cc1c(C(=O)N2CCCCC2)oc2ccc(S(=O)(=O)N3CC(C)CC(C)C3)cc12 (configuration not stated)	-10	-2	0	4.4%	18	0	0	-0.8	-1
Cc1ccc2c(=O)cc(C(=O)Nc3c(C)cccc3C)oc2c1	-3	2	-2	3.6%	-32*	-3	x	-0.4	-3
Nc1c(C(=O)NCc2ccc(Cl)cc2)sc2nc(-c3ccc(F)cc3)ccc12	x	12	7	24%	-14	4	x	0.9	-8
O=C(c1cc(Cl)c(=O)n(Cc2ccccc2)c1)N1CCOCC1	-10	-3	1	6.8%	-12	-4	2	-0.3	-2
FC(F)Oc1ccc(NC(=S)NNc2ccnc3cc(Cl)ccc23)cc1	-5	-2	4	1.3%	8	1	2	0.7	-2
COC(=O)c1sc(S(=O)(=O)Nc2c(C)nn(C)c2C)c(C(=O)OC)c1C	8	-1	4	1.0%	5	11	1	0.5	4
CCC1(c2ccc(F)cc2)NC(=O)N(CC(=O)Nc2ccc(S(N)(=O)=O)cc2)C1=O (configuration not stated)	-5	-2	3	-1.1%	-20	6	-15	0.0	-7
c1ccc(CNc2nc3ccccc3[nH]2)cc1	-6	1	2	1.3%	-8	3	-4	-0.3	-5
Cc1ccccc1Cn1cc(S(=O)(=O)c2ccc(Cl)cc2)c(=O)c2cc3c(cc21)OCO3	x	5	3	3.4%	5	2	x	0.2	1
Cc1nc(C(=O)NC2CCOCC2)sc1C1(C)CC(c2cccc([N+](=O)[O-])c2)=NO1 (configuration not stated)	x	-2	15	3.2%	-4	-2	9	0.8	-1
CCOc1ccc(N=Cc2c(O)cc(C)oc2=O)cc1	x	3	1	1.7%	2	2	-2	-0.1	2
COCCn1ccc2c(OCC(=O)Nc3cccc(C(F)(F)F)c3)cccc2c1=O	x	-1	10	4.1%	x	-5	x	0.3	-3
O=C(NC(Cc1c[nH]c2ccccc12)C(=O)O)/C(=C/c1ccc2c(c1)OCO2)NC(=O)c1ccccc1 (configuration not stated)	7	-3	3	-0.5%	-3	17	4	0.0	-2
CC1=Nc2cccc3cccc(c23)N1C	-5	4	3	-0.5%	2	-6	-17	0.4	1
C(#Cc1ccccc1)C[N+]1(CC#Cc2cccc3ccccc23)CCCC1	-11	3	1	-1.6%	-25	7	3	0.5	-6
Clc1ccc(CSc2ncn[nH]2)cc1	-8	-7	0	0.2%	-13	-10	6	0.4	-6
O=C(N/N=C/c1ccncc1)c1sc2ccccc2c1Cl	-6	-2	3	-1.4%	-4	-5	-10	-0.1	2
CCO[C@H]1OC(C(=O)N2CCCCCCC2)=C[C@@H](C2CCCCC2)[C@@H]1CCCO	x	0	-1	6.2%	4	-8	2	0.1	-2
OC(COc1ccc(F)cc1Cl)CN1CCc2ccccc2C1 (configuration not stated)	-4	-1	16	2.1%	-9	-22	68*	3.0	x
Cc1ccc(-n2ncc(C(=O)N3CCN(Cc4ccccc4)CC3)c2C2CCN(C(=O)OC(C)(C)C)CC2)c(C)c1	-14	-4	-1	6.1%	-21	2	x	1.3	-6
Cc1ccc2c(c1)c1c(c(=O)n(Cc3ccccc3)c(=O)n1Cc1ccccc1F)n2C	x	-4	0	-0.1%	3	-1	x	x	-1
CC(C)OC(=O)n1c(=S)oc2ccccc21	1	3	7	-0.9%	0	13	-15	0.6	1
Next entries follow:
SMILES	RXFP1 antagonist	TRHR enhancer	D1 ag	RXFP1 agonist	D1 antagonist	D2 PAM	D2 antagonist	D2 ag	D1 potentiator
O=C(O)c1ccc(S(=O)(=O)c2ccc3c(c2)C(=O)N(NC(=O)c2cccnc2)C3=O)cc1	-7	-10	2	-2.9%	3	-3	11	0.8	3
Cc1cs/c(=N\N=C\c2ccc(O)cc2)n1Cc1ccco1	0	2	4	-0.6%	-4	1	-1	0.1	-5
C#CCN1C(=O)C2(OCCO2)c2ccccc21	2	2	3	1.3%	2	-1	-11	0.4	-2
CC(NC(=O)CSc1nc2sc3c(c2c(=O)n1-c1ccccc1)CCCC3)c1ccccc1 (configuration not stated)	-14	2	16	1.5%	15	-9	-24	0.7	3
CCn1c(/C=N/c2nc3ccccc3n2C)nc2ccccc21	12	-1	5	0.4%	1	6	2	0.7	-1
Nc1cc(=O)[nH]c(SCc2nnnn2-c2ccc(Cl)cc2)n1	x	8	4	-1.5%	-3	2	-9	-1.8	0
CCOc1ccc(NC(=O)Cn2nnc3c(cnn3-c3ccc(F)cc3)c2=O)cc1	1	-9	1	1.7%	-1	4	-16	-1.7	5
O=C(NCCc1cccs1)c1ccc(CS(=O)Cc2ccc(Cl)cc2)o1 (configuration not stated)	-2	-4	-1	3.6%	12	8	7	-3.5	-2
CC(C)CCn1c(=O)c2cccnc2n(CC(=O)Nc2ccccc2)c1=O	x	8	0	2.9%	-2	15	x	0.6	-4
Cc1nnc(NC(=O)CSCc2cc(=O)c3ccccc3[nH]2)s1	-11	3	1	2.1%	14	7	x	0.2	0
CCC(=O)OC1c2ccccc2C(=O)N1Cc1ccccc1 (configuration not stated)	-5	10	2	-1.0%	-9	-1	10	0.4	x
O=C(O)c1ccc(N2C(=O)CC(N3CCN(c4cccc(Cl)c4)CC3)C2=O)cc1 (configuration not stated)	6	-3	2	0.5%	-4	5	7	0.7	-13
Cc1cc(C)c(S(=O)(=O)N2CCN(CCO)CC2)c(C)c1	-12	14	2	1.1%	-3	-10	0	0.9	-5
O=C(CCSCCc1ccccn1)Nc1ccc(Br)cn1	16	-4	-1	0.8%	-28	-3	19	0.9	-5
N#CC1=C(S)N(c2ccc(F)cc2)C2(CCCCC2)NC1=O	0	1	1	1.0%	x	1	-40	4.2	-7
O=C(NCCCN1CCOCC1)[C@@H]1CSC2c3ccccc3C(=O)N21 (some centres not stated)	8	2	0	1.3%	-12	-4	-12	1.7	-8

Entries of single compounds as entered above:
`O=C(NCCc1cccs1)c1ccc(CS(=O)Cc2ccc(Cl)cc2)o1` (configuration not stated) in the list: RXFP1 antagonist: -2; TRHR enhancer: -4; D1 ag: -1; RXFP1 agonist: 3.6%; D1 antagonist: 12; D2 PAM: 8; D2 antagonist: 7; D2 ag: -3.5; D1 potentiator: -2
`O=C(O)c1ccc(N2C(=O)CC(N3CCN(c4cccc(Cl)c4)CC3)C2=O)cc1` (configuration not stated) in the list: RXFP1 antagonist: 6; TRHR enhancer: -3; D1 ag: 2; RXFP1 agonist: 0.5%; D1 antagonist: -4; D2 PAM: 5; D2 antagonist: 7; D2 ag: 0.7; D1 potentiator: -13
`CCn1c(/C=N/c2nc3ccccc3n2C)nc2ccccc21` in the list: RXFP1 antagonist: 12; TRHR enhancer: -1; D1 ag: 5; RXFP1 agonist: 0.4%; D1 antagonist: 1; D2 PAM: 6; D2 antagonist: 2; D2 ag: 0.7; D1 potentiator: -1
